# Pf apPOL inh – Pf-apPOL DNA polymerase inhibition. inhibition, % at 10 µM. 210,000 compounds, 0.25% hits. Recombinant Pf-apPOL, molecular beacon fluorescence, 1.5 h
# mHTT-CaM PPI inh – mHTT-calmodulin interaction abrogation. P42858. 190,000 compounds, 3.6% hits. inhibition, % at 15 µM. AID 1671202. AlphaScreen His-mHTT/GST-CaM binding, luminescence;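 also: 0% = both proteins with DMSO and 100% = one protein alone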
# Numbers without * were called inactive; / = not tested or not shown; + = active, no number; & = joins results of further samples. Rule as the data show it: active = inhibition above about 50%; inactive = the rest.
canonical_smiles,Pf apPOL inh,mHTT-CaM PPI inh
COc1cccc(CN2C(=O)c3ccccc3C2C(=O)NCc2cccnc2)c1 (stereo not drawn),-4,-2
Cn1c(C2CCN(C(=O)CCc3c[nH]c4ccccc34)C2)nc2ccncc21 (stereo not drawn),-4,24
Cc1ccc(NC(=O)Cn2ccc3sccc3c2=O)c(Cl)c1,0,-4
CC1(C(=O)NC2CCCCCC2)CCC(=O)N1Cc1ccc2c(c1)OCO2 (stereo not drawn),-4,2
CCOc1ncnc2cc(OC)c(OC)cc12,27,/
Cc1ccc(Cl)cc1NC(=O)c1ccccc1I,-5,-14
CC(C(N)=O)N(c1ccc(Oc2ccccc2)cc1)S(C)(=O)=O (stereo not drawn),-4,-4
Cc1cc(N2CCN(C(=O)Cc3ccc(F)cc3)CC2)ncn1,-6,-9
CCNC(=O)C1Cc2ccc(OC)cc2N2CCCCC12 (stereo not drawn),-1,4
CN=C1S/C(=C/c2cn(C(C)=O)nc2-c2ccccc2)C(=O)N1C,8,-2
Cc1ccc(NC(=O)Cn2nc3c(cc2=O)CCCC3)c(Cl)c1,-5,0
Cc1ccc(C(=O)NC(N2CCOCC2)C(Cl)(Cl)Cl)cc1 (stereo not drawn),-69,-6
CCOC(=O)NC(=O)C(C#N)=CNc1sc(C)c(C)c1C(=O)OCC,-2&-7,/
Cc1ccc(-c2nnc(NC(=O)c3ccccc3I)s2)cc1,-3,0
CC(CC(=O)NCc1ccccn1)c1ccccc1 (stereo not drawn),-8,16
Cc1ccc(C2CCCN2C(=O)c2c(Br)cnn2C)cc1 (stereo not drawn),-3,16
CCOC(C/C(C)=C/CO)C1=C(C)CCCC1(C)C (stereo not drawn),2,24
CC(=O)Oc1ccc(OC(C)=O)cc1,-4,-4
Cc1ccc(CNC(=O)C2CCN(c3ncnc4c3nc3n4CCCCC3)CC2)cc1,-6,-2
O=C1Nc2cc(Cl)c(Cl)cc2N(O)N1c1cccc([N+](=O)[O-])c1,-6,0

# Continued:
canonical_smiles,Pf apPOL inh,mHTT-CaM PPI inh
O=C(O)CCCCn1c(SCc2ccc(F)cc2Cl)nc2ccsc2c1=O,-6,22
O=C(Nc1ccc([N+](=O)[O-])cc1)c1cccc(S(=O)(=O)Nc2ccccn2)c1,2,-6
O=C(Nc1ccccc1O)c1ccccc1Cl,4,-8
CC1CC(C)CN(Cc2c(O)ccc3c2OC(=Cc2ccco2)C3=O)C1 (stereo not drawn),2,14
O=[N+]([O-])c1ccc(-c2nnc(-c3ccccc3Cl)o2)cc1,-5,-1
CC1(C(=O)NCc2ccc(F)cc2)CCCN(C(=O)COc2ccc(F)cc2)C1 (stereo not drawn),-4,8
CCOc1cccc(CN2CCc3nc(Nc4cc(OC)ccc4OC)ncc3C2)c1,-1,2
O=C(NCCOc1ccccc1F)C12CC3CC(CC(C3)C1)C2,-4,-7
O=C1NC(c2ccc3c(c2)OCO3)Nc2ccccc21 (stereo not drawn),0,0
CCc1nnc(NC(=O)Cn2c3c(c(=O)n(C4CCCCC4)c2=O)CCC3)s1,-1,-4
CC1CC(=O)C2=C(C1)OC(N)=C(C#N)C2c1cccc(F)c1 (stereo not drawn),-2,-7
Cn1c(SCc2cc(F)cc3c2OCOC3)nnc1C(F)(F)F,-13,/
CCCC(=O)Nc1cccc(NC(=O)c2ccc(OC)c(Br)c2)c1,-3,20
COc1ccc2sc(N(Cc3cccnc3)C(=O)c3ccc(Cl)s3)nc2c1,-2,-4
CCOC(=O)c1c(SCC(=O)Nc2ccccc2[N+](=O)[O-])nc(=O)[nH]c1C,-10,-1
COC(=O)[C@H](C(C)C)N(Cc1cn(CC2CCCCC2)nn1)S(=O)(=O)c1ccc(F)cc1Br,-8,7
Cc1ccc(C(=O)N2CCC(CC(=O)NCCc3c[nH]c4ccc(Cl)cc34)CC2)cc1,-7,10
O=C(N/C(=C\c1ccco1)C(=O)N1CCCCC1)c1cccs1,5,10
Cc1cc2nc(-c3cc(NC(=O)c4ccc(F)cc4)ccc3O)oc2cc1C,-1,0
COc1cccc(C(=O)N2CCN(c3ccc(Nc4ccccn4)nn3)CC2)c1OC,-9,14

# (further entries)
canonical_smiles,Pf apPOL inh,mHTT-CaM PPI inh
Cc1ccc(-n2c(SCc3ccccc3)nc3ccccc3c2=O)cc1,4,-2
Cc1ccc(-c2nocc2CCC(=O)NCc2ccc(C)o2)cc1,-2,-3
Cc1cnn(C)c1C(=O)Nc1nc(C(C)(C)C)cs1,-3,0
Cn1nc(CC(=O)Nc2ccc(Br)cc2F)c2ccccc2c1=O,-2,15
CN(C)c1ccc(/C=N/NC(=S)N/N=C/c2ccc(N(C)C)cc2)cc1,/,+
CC(=O)c1sc(=S)n(CCc2ccc(Cl)cc2)c1C,-10,/
CCOC(=O)c1c(-c2ccccc2)oc2cc(Br)c(OCC#N)cc12,-3,-25
O=C(NCC(F)(F)C(F)F)c1ccncc1,-3,-11
N=c1c(C(=O)NCc2ccccc2)cc2c(=O)n3ccccc3nc2n1CCCN1CCOCC1,-6,-2
CCCNC(=O)c1ccc(-c2ccc(F)cc2)nc1,-5,0
CC1C(=O)N(Cc2cn(Cc3ccco3)nn2)CCS(=O)(=O)N1Cc1ccc(-c2ccncc2)cc1 (stereo not drawn),9,30
O=C(CSc1nc2ccccc2o1)Nc1cc(C(F)(F)F)ccc1Cl,6,-33
CC(=O)N1CCc2cc(Br)cc(S(=O)(=O)CC(=O)NC3CCCC3)c21,0,-3
CC(C)(C)C(=O)Nc1ccc(NC(=O)C(C)(C)C)cc1,-4,0
Cc1cc(O)c2c(c1)OC(=Cc1ccccc1)C2=O,-15,53*
O=C(NN1CCOCC1)c1ccc(Cl)cc1Cl,0,-6
Cc1ccc(C(=O)Nc2ccc(Br)cc2F)c(Cl)c1,-9,-19
NC(=O)Cn1c(CO)cnc1SCC(=O)Nc1cc(C(F)(F)F)ccc1Cl,-6,-10
O=C(NCc1cccs1)C1CCCN(c2ccc(-n3cccn3)nn2)C1 (stereo not drawn),-6,57*
Cc1ccc(S(=O)(=O)N2CCC(n3cnc4ccc(F)cc4c3=O)CC2)cc1,4,-6

# More records
canonical_smiles,Pf apPOL inh,mHTT-CaM PPI inh
Cc1cc(C)cc(NC(=O)Cn2cnc3c(-c4ccccc4)csc3c2=O)c1,-3,-15
O=C1CC(N2CCSCC2)C(=O)N1c1ccc(Br)cc1 (stereo not drawn),-1,-5
CCCc1[nH]n(-c2nc3ccccc3s2)c(=O)c1C(C)=Nc1cccc(F)c1,1,3
CC(C)OC(=O)COc1ccc2c(c1)OC(=Cc1ccco1)C2=O,2,11
Cc1ccc(C(C)NC(=O)C2CCN(c3nccnc3Oc3ccccc3)CC2)cc1 (stereo not drawn),-2,3
O=C(Cc1nc(-c2ccccn2)n[nH]1)Nc1ccc(F)c(F)c1,-14,86*
CC1CCN(CC(O)COC2CCCC2C)CC1 (stereo not drawn),-6,-2
C=CCOc1ccc(/C=c2\sc3nc(-c4ccncc4)nn3c2=O)cc1,-1,-1
COc1ccccc1CC(=O)N1CCc2c(c(-c3nc(Cc4ccccc4)no3)nn2C)C1,-2,25
COc1cc(C2C(C#N)=C(N)Oc3n[nH]c(C(C)(C)C)c32)cc(OC)c1O (stereo not drawn),4,1
CC(C)(C)C(=O)C(C#N)C(=O)Nc1ccc(Cl)cc1 (stereo not drawn),0,/
O=C(NCCNC(=O)c1ccco1)c1ccco1,-1,-12
CCOc1ccc(/C=C(\C#N)c2nc(-c3ccc(OCC)cc3)cs2)cc1,-7,-43
Cc1ccc(C)c(NC(=S)Nc2c(C)cccc2C)c1,-11,/
Cc1ccccc1CC(=O)Nc1cnc(N2CCCC2)nc1,2,-3
CC1=NN(C2CCS(=O)(=O)C2)C(=O)C1(Sc1ccccc1)Sc1ccccc1 (stereo not drawn),0,9
COc1ccc(CCN2C(=O)CCC2(C)C(=O)NC2CCCC2)c(OC)c1 (stereo not drawn),-3,-1
COc1ccc(CC(=O)N(Cc2ccccc2)Cc2ccccc2)cc1,-7,-25
Cc1ccnc(N2CCCC(C(=O)N3CC=C(c4ccccc4)CC3)C2)n1 (stereo not drawn),-5,68*
CCSc1nnc2c(n1)OC(/C=C/c1ccco1)Nc1ccccc1-2 (stereo not drawn),8,37

# Next part
canonical_smiles,Pf apPOL inh,mHTT-CaM PPI inh
CCC[C@H]1CN(c2ccccc2)C(=O)[C@@H]1CC(=O)NC,-4,-2
CCOc1ccccc1NC(=O)c1cc(S(=O)(=O)N2CCCCCC2)ccc1F,31,2
O=C1c2ccc([N+](=O)[O-])cc2C(=O)N1CN1CCCCC1,-4,3
CC(C)(C)C(=N)NC(=O)c1ccc([N+](=O)[O-])o1,0,/
Cc1cc(C(=O)Nc2cccc(O)c2)co1,-2,11
O=C(O)c1ccc(Nc2nc(-c3cccs3)cs2)cc1,0,46
CCc1nc(-c2cccnc2N2CCCC(C(=O)NCc3ccccc3)C2)no1 (stereo not drawn),0,-6
O=C(c1cc(F)ccc1F)N1CCC2(CC1)NC(=O)N(Cc1ccc(F)cc1)C2=O,-6,-1
CCOc1ccc(CN2C(=O)CCC2(C)C(=O)NC2CCCCC2)cc1OC (stereo not drawn),-12,0
NS(=O)(=O)c1ccc(NC(=O)CSc2nc3sc4c(c3c(=O)[nH]2)CCCC4)cc1,2,11
CCCC(=O)N1CCN(c2cc(N3CCCCC3)c(F)cc2[N+](=O)[O-])CC1,-2,12
Cc1ccccc1-n1nc2c(c1NC(=O)c1ccccc1F)CS(=O)C2 (stereo not drawn),-1,2
COc1ccc2c(=O)c(-c3cc4ccccc4o3)coc2c1,-2,-2
Cc1ccc(S(=O)(=O)c2ccc(C)cc2)cc1,-3,-18
Cc1ccc(-n2cc(C(=O)NCC(C)C)nn2)cc1,2,-8
Cc1ccc(-c2cc(C(=O)Nc3cccnc3)c3ccccc3n2)o1,7,32
COCCC(=O)N1CCN(c2nc(CN3CCCCC3)cs2)CC1,-5,-4
CC(=O)Nc1cccc(NC(=O)C(Cl)Cl)c1,-3,-2
CCCOc1ccc(CNC(=O)C2CCc3nc(N4CCCC4)ncc3C2)cc1 (stereo not drawn),2,3
COc1ccc(OC)c(C2C3=C(CC(C)(C)CC3=O)Nc3ccc4ncccc4c32)c1 (stereo not drawn),-5,52*

# (cont.)
canonical_smiles,Pf apPOL inh,mHTT-CaM PPI inh
CCc1ccc(OCC(=O)N2CCCCC2CCN2CCCCC2)cc1 (stereo not drawn),-14,5
COc1cccc(CC(=O)N2CCCC2c2cc(C)on2)c1 (stereo not drawn),1,-6
CC(=O)NC1=NN(C(C)=O)C(c2cc([N+](=O)[O-])ccc2Cl)S1 (stereo not drawn),-9,-5
COc1ccc(-c2nc3cc(C)c(C)cc3[nH]c2=O)cc1,-4,0
O=C(O)c1c[nH]c2c(Cl)c(Cl)ccc2c1=O,-5,22
OC(Cc1ccccc1)(c1ccccc1)c1ccccc1NC(=S)Nc1cc(Cl)ccc1Cl (stereo not drawn),-9,/
CCOc1ccccc1NC(=O)c1cc(S(=O)(=O)NC2CCCCC2)ccc1F,29,8
COc1ccc(-c2cc3nc4c(c(=O)n3[nH]2)CCN(C(=O)Nc2ccc(Cl)cc2)C4)cc1,1,15
O=C(CSc1nc2ccc([N+](=O)[O-])cc2[nH]1)Nc1ccc(Cl)cc1,1,11
Cc1cc(=O)n(CC(=O)Nc2ccc(F)cc2F)c(N2CCCCC2)n1,-4,-13
O=C(CC1CCN(S(=O)(=O)c2cccs2)CC1)NCc1cccnc1,4,-7
CCNc1nccc(N2CCC(CC(=O)NCCc3ccccn3)CC2)n1,-2,5
Cn1nc(-c2nc(C3CC3)no2)c2c1CCN(C(=O)c1ccc(Cl)cc1)C2,-2,-8

# By substructure, the compounds so far containing an aryl methoxy group
canonical_smiles,Pf apPOL inh,mHTT-CaM PPI inh
COc1cccc(CN2C(=O)c3ccccc3C2C(=O)NCc2cccnc2)c1 (stereo not drawn),-4,-2
CCOc1ncnc2cc(OC)c(OC)cc12,27,/
CCNC(=O)C1Cc2ccc(OC)cc2N2CCCCC12 (stereo not drawn),-1,4
CCOc1cccc(CN2CCc3nc(Nc4cc(OC)ccc4OC)ncc3C2)c1,-1,2
CCCC(=O)Nc1cccc(NC(=O)c2ccc(OC)c(Br)c2)c1,-3,20
COc1ccc2sc(N(Cc3cccnc3)C(=O)c3ccc(Cl)s3)nc2c1,-2,-4
COc1cccc(C(=O)N2CCN(c3ccc(Nc4ccccn4)nn3)CC2)c1OC,-9,14
COc1ccccc1CC(=O)N1CCc2c(c(-c3nc(Cc4ccccc4)no3)nn2C)C1,-2,25
COc1cc(C2C(C#N)=C(N)Oc3n[nH]c(C(C)(C)C)c32)cc(OC)c1O (stereo not drawn),4,1
COc1ccc(CCN2C(=O)CCC2(C)C(=O)NC2CCCC2)c(OC)c1 (stereo not drawn),-3,-1
COc1ccc(CC(=O)N(Cc2ccccc2)Cc2ccccc2)cc1,-7,-25
CCOc1ccc(CN2C(=O)CCC2(C)C(=O)NC2CCCCC2)cc1OC (stereo not drawn),-12,0
COc1ccc2c(=O)c(-c3cc4ccccc4o3)coc2c1,-2,-2
COc1ccc(OC)c(C2C3=C(CC(C)(C)CC3=O)Nc3ccc4ncccc4c32)c1 (stereo not drawn),-5,52*
COc1cccc(CC(=O)N2CCCC2c2cc(C)on2)c1 (stereo not drawn),1,-6
COc1ccc(-c2nc3cc(C)c(C)cc3[nH]c2=O)cc1,-4,0
COc1ccc(-c2cc3nc4c(c(=O)n3[nH]2)CCN(C(=O)Nc2ccc(Cl)cc2)C4)cc1,1,15
